TDP1 cell CPT – DT40-hTDP1 cell growth loss with CPT. Potency, µM (doses to about 46.2 µM), for inactives: at the highest dose activity change, negative = growth inhibition, actives largely listed as inhibitors. 420,000 tested, 12% active. chicken DT40 Tdp1-/-;hTDP1 cells + 20 nM CPT, ATP luminescence, 48 h; also: nearly all actives have a fitted effect of over 55% in size
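Cell growth measured by CellTiter-Glo luminescence after a minimum 48 h, 37 C compound exposure with 20 nM CPT in Tdp1-knockout DT40 cells stably expressing hTDP1, seeded 400/well; qHTS titration format.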
TDP1 cell noCPT – qHTS for Inhibitors of human tyrosyl-DNA phosphodiesterase 1 (TDP1): qHTS in cells in absence of CPT | DT40 Tdp1-/- hTDP1 cells, no CPT, ATP luminescence, 48 h | Potency, µM (highest dose often 46.2 µM), without a hit: at the top dose activity change, negative = growth inhibition, actives largely listed as inhibitors | 420,000 tested, 15% active | AID 686978, 2013; also: nearly all actives have a fitted effect of over 55% in size
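No-CPT arm: Tdp1-/-;hTDP1 DT40 cells (400/well) plus compounds, incubated ≥48 hr at 37 °C. Readout CellTiter-Glo luminescence.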
TDP1 inh – blocks human tyrosyl-DNA phosphodiesterase 1; Q9NUW8; recombinant TDP1, AlphaScreen DNA substrate cleavage; Potency, µM (doses to about 130 µM), inactives show at the highest dose activity change, negative = inhibition, actives largely listed as inhibitors; 350,000 tested, 0.28% active; also: nearly all actives have a fitted effect of over 40% in size
Target sequence (Q9NUW8 whole entry, looked up): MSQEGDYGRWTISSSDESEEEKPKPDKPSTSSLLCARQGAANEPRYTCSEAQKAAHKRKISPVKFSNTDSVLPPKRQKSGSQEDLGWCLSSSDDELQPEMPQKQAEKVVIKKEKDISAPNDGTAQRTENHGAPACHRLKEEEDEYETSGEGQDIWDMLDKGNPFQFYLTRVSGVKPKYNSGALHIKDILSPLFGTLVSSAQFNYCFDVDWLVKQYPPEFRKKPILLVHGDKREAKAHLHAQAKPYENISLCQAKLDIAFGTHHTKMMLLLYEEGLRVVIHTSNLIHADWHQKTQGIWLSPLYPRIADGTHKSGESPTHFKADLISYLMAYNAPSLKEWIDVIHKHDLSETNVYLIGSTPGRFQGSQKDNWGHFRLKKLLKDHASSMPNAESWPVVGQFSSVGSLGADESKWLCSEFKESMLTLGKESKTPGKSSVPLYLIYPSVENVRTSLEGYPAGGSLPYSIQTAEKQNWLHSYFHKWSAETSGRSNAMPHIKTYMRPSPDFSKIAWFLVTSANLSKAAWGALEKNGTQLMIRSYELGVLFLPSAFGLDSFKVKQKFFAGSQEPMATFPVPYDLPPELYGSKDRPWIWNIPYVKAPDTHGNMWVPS
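Signal: AlphaScreen proximity between streptavidin donor and anti-FITC acceptor beads on intact substrate. Reaction: Tdp1 1 nM, substrate 15 nM final, 5 min RT after 15 min compound preincubation.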
Active calls of the source: *; u = inconclusive; x = no result given; & = joins results of further samples; [ ] = remark or other dose. Calls follow the shape of the dose curve; as a rule, active = well fitted curve in the direction sought with a large enough effect; inconclusive = small, poorly fitted or top-dose-only effect, or another doubt; inactive = no such curve, though single readings can be large; an effect the other way counts as inactive or inconclusive. % is scaled to controls: 0 for no effect and ±100 for the full control effect; potency is read from the fitted curve at half-maximal effect.

SMILES | TDP1 cell CPT | TDP1 cell noCPT | TDP1 inh
COc1ccc(N2CCN(C(CNC(=O)C(=O)NCC(OC)OC)c3ccco3)CC2)cc1 (centres undefined) | 17.5% | 0.9% | 1.7%
O=C(Nc1ccc(N2CCCC2)c(S(=O)(=O)Nc2cccc(C(F)(F)F)c2)c1)c1cccs1 | u | 14.6µM* | 1.1%
Clc1ccc2c(N3CCOCC3)ccnc2c1 | -27.1% | u | x
COc1ccc(-c2csc(Nc3ncccc3C)n2)cc1 | u | u | -1.2%
Cc1nc2ccc(C(=O)N/N=C/c3ccc(O)cc3)cc2[nH]1 | 4.6% | -4.2% | 1.3%
CCOC(=O)c1ccc2c(c1)[C@@H]1C=CC[C@@H]1[C@H](c1cccc(OC)c1OC)N2 | u | u | x
Cc1cc(S(=O)(=O)Nc2ccc3c(c2)COC3=O)ccc1F | 4.3% | -10.2% | 2.4%
CCOC(=O)c1ccc(NC(=S)N(CCCN2CCCC(C)C2)Cc2cccs2)cc1 (centres undefined) | u | 25.9µM* | 2.5%
c1ccc(Nc2cccc(Nc3ccccc3)n2)cc1 | -18.3% | -25.9% | 11.7%
Cc1nnc(SCC2=C(C(=O)O)N3C(=O)C(NC(=O)Cn4nc(C)c(Cl)c4C)C3SC2)s1 (centres undefined) | -15.2% | 3.7% | 0.0%
CCOc1ccc(Nc2nc(C)c(NC(=O)c3cccc(OC)c3)c(Nc3ccc(OCC)cc3)n2)cc1 | 1.46µM* | 2.31µM* | 4.3%[12.3 µM]
CC(C)NCc1nnc(-c2ccccc2Cl)o1 | 1.1% | -9.1% | 2.7%
O=C(c1ccccc1)[C@@H]1[C@@H](C(=O)c2ccc(F)cc2)[C@@]2(C(=O)Nc3ccccc32)[C@H]2c3ccccc3C=CN12 | 23.1µM* | 14.6µM* | 5.5%
Cc1ccc(OCCOCCNC(C)C)c(Br)c1 | -26.6% | -23.4% | 1.0%
Cc1ccc(CNC(=O)CCCn2nc(C)n3ccnc3c2=O)cc1 | 2.6% | -7.9% | x
CCOC(=O)C(C(=O)c1ccccc1)C(c1ccccc1)c1nccc2ccccc12 (centres undefined) | 20.6µM* | u | x
CCCCn1c(SCC(=O)NCc2ccc(OC)c(C(=O)O)c2)nc2cc(S(N)(=O)=O)ccc21 | 0.4% | -21.7% | x
CC(O)CNc1nc2c(c(=O)n(Cc3ccccc3)c(=O)n2C)n1C (centres undefined) | 10.5% | -13.5% | x
CCC(C)COC(=O)C(C#N)c1nc2ccccc2nc1N1CCCCC1 (centres undefined) | u | 16.4µM* | -1.0%
COc1ccc(-n2nnnc2C(c2ccccc2)N2CCN(C/C=C/c3ccccc3)CC2)cc1 (centres undefined) | 20.6µM* | u | x

Reformatted field by field: 2 of the compounds above
Clc1ccc2c(N3CCOCC3)ccnc2c1
  TDP1 cell CPT: -27.1% | TDP1 cell noCPT: u | TDP1 inh: x

COc1ccc(-c2csc(Nc3ncccc3C)n2)cc1
  TDP1 cell CPT: u | TDP1 cell noCPT: u | TDP1 inh: -1.2%

The listing continues:
SMILES | TDP1 cell CPT | TDP1 cell noCPT | TDP1 inh
Cc1nc(C/C(=N\Nc2ccccc2)c2ccc(O)cc2O)cs1 | u | u | 10.3%
Cc1cccc(NC(=O)NCC(F)(F)F)n1 | 7.8% | 1.3% | 5.3%
O=C(NCO)c1cccnc1 | -0.1%&1.0% | -6.0%&-2.4% | 4.9%[56.1 µM]
COc1ccc2nc(SCC(=O)NC3(C#N)CCCCC3)[nH]c2c1 | -25.6% | -19.2% | 0.4%
N#C/C(=N/O)c1nc(-c2ccc(F)cc2)cs1 | 9.2% | -1.1% | 5.3%
COc1ccc(C(=O)Nc2cc(C(C)=O)c(C)oc2=O)cc1 | -9.9% | u | -6.9%
CCCC(=O)N1CCN(c2nnc(-c3ccccc3)c3ccccc23)CC1 | -18.6% | -13.8% | x
COc1ccc(C(=O)Nc2ccccc2C(=O)O)cc1NC(=O)C(c1ccccc1)c1ccccc1 | -18.9% | -26.9% | 4.8%
Cc1cc(CNC(=O)Cc2ccccc2)c2ccccc2n1 | u | u | 6.2%
O=C(OCC(=O)N1CCOCC1)c1cccc(S(=O)(=O)N2CCCc3ccccc32)c1 | -28.7% | -6.1% | x
Cc1ccc(-n2ncc3c(NCc4ccc5c(c4)OCO5)ncnc32)c(C)c1 | u | u | 8.7%
O=C(NCCCN1CCOCC1)c1cc2ccccc2oc1=O | 3.2% | 2.4% | 4.9%
COc1ccc(-n2nnc3c(=O)n(Cc4ccccc4C)cnc32)cc1 | -25.9% | -15.2% | 1.0%
O=C(CSc1nnc(CN2CCOCC2)n1-c1ccc(Cl)cc1)N1CCc2ccccc21 | -20.9% | u | x
Cc1ccccc1NC(=O)CC1C(=O)NCCN1C(=O)c1cccc(Cl)c1 (centres undefined) | 4.9%&2.1% | -20.1%&-6.9% | 0.9%&5.3%
COc1ccc(N2CCN(C(=O)CSc3nc4ccccc4c(=O)[nH]3)CC2)cc1 | u | u | 16.9%
COc1ccc(NC(=O)C2=C(C)Nc3ncnn3C2c2cccn2C)cc1 (centres undefined) | -4.4% | -4.9% | 5.3%
CCC(C(=O)N(C)Cc1ccccc1)n1nc(C)c2sc3ccccc3c2c1=O (centres undefined) | u | 16.4µM* | 5.7%
Cc1cccc(Cn2cc3c(=O)n(Cc4cccc(F)c4)nc-3c3ccccc32)c1 | -20.9% | -24.1% | x
CSCCC(C(=O)NCc1cccs1)N1C(=O)c2ccccc2C1=O (centres undefined) | -4.6% | 0.0% | 5.7%

Sorted by number of heavy atoms (low to high): 15 of the compounds above
SMILES | TDP1 cell CPT | TDP1 cell noCPT | TDP1 inh
O=C(NCO)c1cccnc1 | -0.1%&1.0% | -6.0%&-2.4% | 4.9%[56.1 µM]
Cc1cccc(NC(=O)NCC(F)(F)F)n1 | 7.8% | 1.3% | 5.3%
N#C/C(=N/O)c1nc(-c2ccc(F)cc2)cs1 | 9.2% | -1.1% | 5.3%
Cc1cc(CNC(=O)Cc2ccccc2)c2ccccc2n1 | u | u | 6.2%
O=C(NCCCN1CCOCC1)c1cc2ccccc2oc1=O | 3.2% | 2.4% | 4.9%
Cc1nc(C/C(=N\Nc2ccccc2)c2ccc(O)cc2O)cs1 | u | u | 10.3%
CSCCC(C(=O)NCc1cccs1)N1C(=O)c2ccccc2C1=O (centres undefined) | -4.6% | 0.0% | 5.7%
COc1ccc(-n2nnc3c(=O)n(Cc4ccccc4C)cnc32)cc1 | -25.9% | -15.2% | 1.0%
Cc1ccccc1NC(=O)CC1C(=O)NCCN1C(=O)c1cccc(Cl)c1 (centres undefined) | 4.9%&2.1% | -20.1%&-6.9% | 0.9%&5.3%
Cc1ccc(-n2ncc3c(NCc4ccc5c(c4)OCO5)ncnc32)c(C)c1 | u | u | 8.7%
CCC(C(=O)N(C)Cc1ccccc1)n1nc(C)c2sc3ccccc3c2c1=O (centres undefined) | u | 16.4µM* | 5.7%
Cc1cccc(Cn2cc3c(=O)n(Cc4cccc(F)c4)nc-3c3ccccc32)c1 | -20.9% | -24.1% | x
O=C(OCC(=O)N1CCOCC1)c1cccc(S(=O)(=O)N2CCCc3ccccc32)c1 | -28.7% | -6.1% | x
O=C(CSc1nnc(CN2CCOCC2)n1-c1ccc(Cl)cc1)N1CCc2ccccc21 | -20.9% | u | x
COc1ccc(C(=O)Nc2ccccc2C(=O)O)cc1NC(=O)C(c1ccccc1)c1ccccc1 | -18.9% | -26.9% | 4.8%

The list goes on:
SMILES | TDP1 cell CPT | TDP1 cell noCPT | TDP1 inh
CCOc1ccc(NC(=O)c2ccccn2)cc1 | -45.1% | 13µM* | 1.9%
COc1ccc(CCNC(=O)COC(=O)c2cncc(Br)c2)cc1OC | -4.2% | -29.1% | -0.9%
COCCN1Cc2cccc(C(=O)Nc3ccccc3OC)c2C1=O | -15.0% | -19.1% | 4.3%
C[C@@H]1CN([C@@H](C)CO)C(=O)CCCn2cc(nn2)CO[C@H]1CN(C)C(=O)Oc1ccccc1 | 2.5% | -10.0% | x
Cc1nn(-c2ccccc2)c(C)c1NC(=O)COC(=O)c1ccc(O)cc1O | -29.3% | -19.8% | 0.5%
CN(CCc1ccccc1)C(=O)c1cccc(NC(=O)Cc2cccc(NC(=O)C3CCN(C(=O)C4CC4)CC3)c2)c1 | u | -27.6% | x
COc1ccc(CNC(=O)CN(C(=O)c2csnn2)c2cccc(F)c2)cc1 | -1.7% | -13.0% | 1.1%
Cc1ccc(C(=O)NCCc2nnc3ccc(SCC(=O)Nc4nnc(C)s4)nn23)cc1 | -21.7% | -6.6% | x
CCCCn1c(C2CC(=O)N(c3ccc(OCC)cc3)C2)nc2ccccc21 (centres undefined) | 20.6µM* | u | -2.5%
Cc1nc2sccn2c(=O)c1S(=O)(=O)Nc1ccc(N2CCN(C)CC2)cc1 | -0.3%&-15.4% | -19.9%&-13.9% | 2.5%
Cc1c(C(=O)NC2CCN(Cc3ccccc3)C2)oc2ccc(Br)cc12 (centres undefined) | u | u | 10.9%
CCc1nc(N)nc(N)c1-c1ccc(Cl)cc1 | 0.944µM* | 0.651µM* | 2.7%
COc1ccccc1-c1nnc(SCC(=O)O)n1-c1ccccc1 | 30.9%[activator] | -4.5% | 2.5%
O=[N+]([O-])c1cc(-c2n(-c3ccccn3)c3ccccc3[n+]2-c2ccccn2)ccc1Cl | 16.4µM* | 23.1µM* | 4.8%
CC1CCCC(NC(=O)c2ccc(F)c(S(=O)(=O)N3CCOCC3)c2)C1C (centres undefined) | u | u | x
CCc1ccc(OCCNC(=O)c2ccco2)cc1 | -19.0% | -8.9% | 4.0%[56.1 µM]
COc1cc(/C=C/C(=O)OCC(=O)N2CCCC2)ccc1OCC#N | -7.5% | 14.3% | 0.9%
CCCCCCN1C2=NCCN2c2ccccc21 | u | u | 4.7%
Cn1c(=O)c2c(ncn2CC(=O)Nc2ccccc2N2CCOCC2)n(C)c1=O | -11.4% | -16.9% | -3.2%
O=C(COC(=O)c1cccs1)NC1CCCCC1 | 15.3% | 2.0% | 4.7%
Cc1ccc(NC(=O)CSc2nnc(C)c(=O)n2N)c(C)c1 | 5.2% | -4.5% | 5.3%
NC(=O)NC1CCCc2c1[nH]c1ccc(Cl)cc21 (centres undefined) | 7.6% | -22.6% | 4.3%
C/C(=N\NC(=O)c1cc(C)[nH]n1)c1cccs1 | 0.3% | -23.8% | -4.6%
Cn1cc(SCC(=O)NCc2ccc(F)cc2)c2ccccc21 | 10.0% | 1.2% | 4.6%
Nc1ccccc1-c1ccc([N+](=O)[O-])cc1 | 2.3% | -22.1% | x
Clc1cccc(N2CCN(c3nc4ccccc4n4cnnc34)CC2)c1 | u | u | 4.9%
COc1ccc(C(=O)NNC(=O)c2ccc(C)cc2)cc1S(=O)(=O)N1CCCC1 | u | u | -1.2%
Cc1cccnc1NC(=O)CCCc1c[nH]c2ccccc12 | -14.2% | 3.6% | 7.1%
COc1ccc(NC(=O)COc2coc(CN3c4ccccc4CC3C)cc2=O)cc1 (centres undefined) | -25.4% | -13.9% | -5.8%
CCCNC(=O)C[C@H]1CC[C@@H]2[C@H](COC[C@@H](O)CN2C(=O)c2ccccn2)O1 | 1.1% | 15.7% | x
S=C(NCc1ccncc1)Nc1ccc(Cl)c(Cl)c1 | u | u | 2.7%
Cc1nn(C)c(C)c1S(=O)(=O)N(CC(=O)Nc1nccs1)c1ccc(C(C)C)cc1 | 19.5% | 9.2% | -2.6%
COc1cc2c(c(OC)c1)C(c1cccc(F)c1F)CC(=O)N2 (centres undefined) | -17.3% | -4.2% | 5.0%
CCOC(=O)[C@H](N)/C=C(\C)CP(=O)(O)O | 7.6% | -5.0% | 11.5%[56.1 µM]
COc1ccc(/C=C2\OC(=O)c3c(OC)cccc32)cc1OC | -28.3% | u | -1.9%
Cc1cc(OCC(=O)Nc2ccc(CN3CCOCC3)cc2)c2c(C)cc(=O)oc2c1 | 18.4µM* | 11.6µM* | 1.4%
Cc1ccc(OCC(=O)NCCN2CCOCC2)cc1C | 1.2% | -8.4% | 2.9%
COc1ccc(C2C(C(=O)NCCN3CCOCC3)c3ccccc3C(=O)N2C)cc1OC (centres undefined) | 7.5% | 0.7% | -3.1%
CCC(Cc1ccccc1)NC(=O)C1CCCCC1 (centres undefined) | -15.5% | -2.1% | x
